Screening data as filed in PubChem.
XiGFP reactiv: X-chromosome reactivation activator. activation, % at 7.58 µM. 360,000 tested, 0.055% active. XiGFP mouse fibroblasts, % GFP-positive cells imaging, 3 d; cells co-treated with 5-aza-dC sensitizer; scaled so ellipticine positive control = 100%;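 active = mean normalized replicate activation at least 10% and every replicate at or above 10%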;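 also: 0% = median of on-plate neutral control wells and 100% = ellipticine 6 µM median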
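Material: XiGFP fibroblasts, SV40-immortalized; Buffer or medium: DMEM containing 5-aza-dC; Compound dosing: single point; Times: 3 days compound exposure.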
Cneo AK release: Cryptococcus neoformans lysis via adenylate kinase release; lysis activity, % at 15 µM; 360,000 tested, 0.2% active; AID 651654; C. neoformans lysis, adenylate kinase release luminescence, 4 h; normalised: neutral wells 0, clomiphene wells 100;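 active = mean lysis activity across replicates of at least 80%, whatever share of replicates individually reach that level; inactive = mean lysis activity below 80%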
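Assay system: Cryptococcus neoformans yeast cells / Dosing: single-point compound dose / Timing: 4 h at 37 °C static, read 1 h later / Measured by: luminescence of released adenylate kinase using an AK detection reagent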
SIRT5 inh: inhibitors of human sirtuin-5 desuccinylase; AID 652115; inhibition, % at 15 µM; Q9NXA8; 330,000 tested, 1.1% active; Purified SirT5, succinyl-peptide AMC, trypsin-coupled fluorescence; in the data active = inhibition above about 15%
Target sequence (Q9NXA8 whole entry, looked up): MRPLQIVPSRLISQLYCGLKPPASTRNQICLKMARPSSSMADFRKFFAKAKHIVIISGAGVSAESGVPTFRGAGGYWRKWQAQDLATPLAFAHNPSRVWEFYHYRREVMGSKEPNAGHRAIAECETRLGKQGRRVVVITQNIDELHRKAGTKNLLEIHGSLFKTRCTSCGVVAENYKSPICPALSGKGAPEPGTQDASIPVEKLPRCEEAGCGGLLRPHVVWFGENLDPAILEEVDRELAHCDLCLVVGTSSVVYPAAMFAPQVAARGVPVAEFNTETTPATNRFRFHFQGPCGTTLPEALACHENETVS
LGR2 antag: Drosophila LGR2 receptor signaling inhibition; HEK293 LGR2, CRE-luciferase, bursicon-stimulated, 4 h; inhibition, % at 9.99 µM; 380,000 tested, 0.35% active;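 active = drop in luminescence signal, shown as inhibition above about 50% in the replicate tests, limit read from the data, passing the limit was not always enough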;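 also: agonist challenge used bursicon conditioned medium at about half maximal strength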
ERAP1 HTS inh: ERAP1 (human) enzyme inhibition. inhibition, % at 10.7 µM. AID 652197. 340,000 tested, 0.15% active. Q9NZ08. recombinant ERAP1, Leu-AMC fluorescence, 60 min;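 active = mean replicate inhibition of at least 30%, or all replicates individually reaching that 30% level; inactive = mean below 30% and not every replicate reaching it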;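 also: 0% = neutral control wells and 100% = L-leucinethiol positive control wells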
S100A4 MyoIIA: blocks human S100A4 binding to myosin IIA peptide. P26447. S100A4/TAMRA-MyoIIA peptide fluorescence polarization. inhibition, % at 10.7 µM. 360,000 tested, 0.14% active. AID 652163;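 active = mean inhibition of at least 70% across replicates, with every replicate also reaching that level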
Target sequence (P26447 whole entry, looked up): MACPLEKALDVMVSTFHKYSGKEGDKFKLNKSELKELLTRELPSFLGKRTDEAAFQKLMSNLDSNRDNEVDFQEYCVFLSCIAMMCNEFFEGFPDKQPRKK
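Material: S100A4 monomer protein / Buffer or medium: 50 mM HEPES pH 7.2, 10 mM CaCl2, 100 mM KCl / Times: 5 min incubation before reading / Benchmarks: neutral control DMSO, positive control TFP / Reagent: labelled myosin peptide probe, 5 nM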
Statin myotox sup: protects C2C12 myotubes from simvastatin toxicity. ATP luminescence, 48 h; scaled: DMSO 0, geranylgeraniol control 100. rescue of ATP level, % at 7.49 µM. AID 602340. 330,000 tested, 0.78% active;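 active = mean ATP rescue above about 67%, or every replicate alone reaching that limit, limit read from the data, passing the limit was not always enough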;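 also: myotubes were challenged with 10 µM simvastatin during compound exposure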
PGC1a acetyl inh: PGC1a acetylation modulation, inhibitor mode; U2OS PGC1a acetylation, AlphaScreen anti-acetyl-lysine; with virally co-expressed GCN5 acetyltransferase; inhibition, % at 15.6 µM; 350,000 tested, 0.17% active; AID 651687;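 active = every replicate shows inhibition of at least 40%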;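 also: 0% = neutral control wells and 100% = positive control wells; some results beyond the cut were filed as inactive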
Active calls of the source: *; · = no result given. A portion of the library, so the mix of outcomes need not match the whole.

entry	smiles	XiGFP reactiv	Cneo AK release	SIRT5 inh	LGR2 antag	ERAP1 HTS inh	S100A4 MyoIIA	Statin myotox sup	PGC1a acetyl inh
1	COCCCNC(=S)NNC(=O)c1csc2ccccc12	0.0	-0.4	-3.3	-35.7	3.2	-5.2	7.2	2.7
2	Nc1c(C(=O)N/N=C/c2ccc(F)cc2)oc2nc(-c3ccccc3)cc(-c3ccco3)c12	0.1	·	-1.3	-12.9	4.7	0.2	10.2	2.2
3	Cc1nn(-c2ccccc2)c(N)c1N=Nc1cccnc1	0.0	·	0.3	-70.4	0.0	5.6	·	·
4	COC(=O)c1ccc(Cn2c(C)c(C(=O)Nc3cccc(Oc4ccccc4)c3)sc2=O)o1	0.0	-0.6	·	17.9	·	-5.2	1.5	·
5	C[C@@H]1CN([C@H](C)CO)C(=O)c2cc(NC(=O)Nc3ccc(C(F)(F)F)cc3)ccc2O[C@@H](C)CCCCO[C@@H]1CN(C)Cc1ccccc1	0.4	-13.8	2.8	12.2	-4.0	6.9	·	-17.1
6	COc1ccc(CNC(=O)C(=O)NCC2OCCN2S(=O)(=O)c2ccccc2)cc1 (stereo unspecified)	0.3	-0.7	2.3	-5.9	0.3	-0.5	·	-0.9
7	Cn1c(C(=O)N2CCN(c3ccc([N+](=O)[O-])cc3)CC2)cc2c(=O)[nH]c3ccccc3c21	0.2	-0.3	0.9	-6.0	-0.6	1.2	-9.3	·
8	CCOCCCNC(=O)C1CCN(Cc2cccc(OCc3ccccc3)c2)CC1	0.0	0.2	-4.1	-12.3	-2.9	-4.4	-11.2	·
9	COc1ccccc1C(=O)NC(=O)COC(=O)c1cc[n+]([O-])cc1	0.0	-0.1	-0.5	-20.1	2.6	-2.2	-1.0	·
10	O=C(COc1ccc([N+](=O)[O-])cc1)Nc1cccc2nsnc12	0.0	-0.1	3.5	-12.3	2.3	5.7	·	0.2
11	CN(C)c1ccc(CNC(=O)C2(C)Cc3c(-c4ccc5c(c4)OCO5)ccnc3O2)cc1 (stereo unspecified)	0.1	-0.2	2.4	3.8	-0.3	-6.1	-38.3	·
12	COCCN(C(=O)COC(=O)CCOc1cc(C)ccc1C)c1c(N)n(Cc2ccccc2)c(=O)[nH]c1=O	0.0	0.7	-15.3	7.3	2.2	1.9	-1.9	-0.1
13	COc1cccc(CNC(=O)CCN2C(=S)NC(C)(C)CC2C)c1 (stereo unspecified)	-0.1	·	-1.1	3.7	3.8	-14.4	·	4.7
14	Cc1ccc(CN2C(=O)C(C)Sc3ccc(C#N)cc32)cc1 (stereo unspecified)	0.1	-4.2	-4.3	-2.1	-0.4	2.5	12.2	19.2
15	CCC(C)c1c(NS(=O)(=O)c2ccc(C)cc2)o[nH]c1=O (stereo unspecified)	-0.1	3.2	-0.4	3.1	0.4	17.8	4.3	-0.9
16	CN(C)CC#CCOC(c1ccccc1)c1ccccc1	0.0	6.3	-1.1	·	3.3	-9.6	-25.4	8.4
17	COc1cc(CCCN2CCNC[C@@H]2CC2CCCCC2)cc(OC)c1OC	1.0	-0.1	·	-6.7	-1.1	-2.9	-4.3	·
18	Cc1cc(NC(=O)CSc2nnc(COc3cccc(C)c3C)n2Cc2ccco2)no1	·	·	4.2	11.3	-0.6	7.5	2.6	1.2
19	CN(CCCC(=O)N1CCCC(C(N)=O)C1)S(=O)(=O)c1ccc(F)cc1 (stereo unspecified)	0.5	3.4	-4.6	-1.7	1.3	-2.9	-3.5	·
20	Nc1ccc2c(c1)C(O)c1ccc(Cl)cc1-2 (stereo unspecified)	-0.1	-0.7	-3.3	-26.3	0.8	-5.1	4.7	3.1
21	C/C=C/c1ccccc1[C@H]1[C@@H](C#N)N(C(=O)NC2CCCC2)[C@H]1CO	0.0	·	1.4	1.5	-1.9	3.8	·	-10.5
22	CCC(C)Sc1nnc(Cc2cc(=O)[nH]c(=O)[nH]2)n1-c1ccc(OC)cc1 (stereo unspecified)	-0.1	-2.1	·	-9.3	·	-5.0	-10.5	-10.5
23	O=C(NCC[C@H]1CC[C@H](NS(=O)(=O)c2ccccc2F)[C@H](CO)O1)c1ccc(F)cc1	0.3	14.5	9.6	-11.2	2.9	1.7	-10.0	-10.9
24	CCCC(=O)N(Cc1cc2ccccc2[nH]c1=O)c1ccccc1OC	·	0.1	9.0	·	-3.2	-4.5	13.0	1.6
25	Cc1ccc(-c2nnc(NC(=O)c3ccc([N+](=O)[O-])o3)o2)c(C)c1	0.5	-1.8	0.2	9.9	4.9	-7.2	5.4	-5.8
26	CC(=O)N1c2ccccc2Sc2ccccc21	0.0	-5.9	1.5	7.7	-2.6	-4.3	-4.3	-11.4
27	Cc1ccc(NC(=O)n2ccc(-c3ccc(-n4ccnc4)cc3)n2)cc1	0.1	·	16.8*	-57.7	-2.2	-5.3	·	4.6
28	COc1cccc(CNS(=O)(=O)c2ccc(S(=O)(=O)N3CCCC3)cc2)c1	0.0	·	-0.4	2.8	-2.5	-2.7	3.2	-7.1
29	C[C@@H]1CN([C@H](C)CO)C(=O)c2cc(NC(=O)Cc3cn(C)c4ccccc34)ccc2O[C@@H]1CN(C)S(=O)(=O)c1ccc(Cl)cc1	0.1	-3.3	3.6	·	-0.1	-9.4	51.7	5.1
30	O=C(Oc1ccc2ccc(=O)oc2c1)c1ccc([N+](=O)[O-])cc1	0.4	0.5	-32.4	2.7	5.5	-5.7	8.5	·

Given in transposed form: entries from further up.
29: C[C@@H]1CN([C@H](C)CO)C(=O)c2cc(NC(=O)Cc3cn(C)c4ccccc34)ccc2O[C@@H]1CN(C)S(=O)(=O)c1ccc(Cl)cc1
24: CCCC(=O)N(Cc1cc2ccccc2[nH]c1=O)c1ccccc1OC

assay / entry | 29 | 24
XiGFP reactiv | 0.1 | ·
Cneo AK release | -3.3 | 0.1
SIRT5 inh | 3.6 | 9.0
LGR2 antag | · | ·
ERAP1 HTS inh | -0.1 | -3.2
S100A4 MyoIIA | -9.4 | -4.5
Statin myotox sup | 51.7 | 13.0
PGC1a acetyl inh | 5.1 | 1.6

SIRT5 inh, entries above that show a hit.
entry | smiles | SIRT5 inh | LGR2 antag | ERAP1 HTS inh | S100A4 MyoIIA | PGC1a acetyl inh
27 | Cc1ccc(NC(=O)n2ccc(-c3ccc(-n4ccnc4)cc3)n2)cc1 | 16.8* | -57.7 | -2.2 | -5.3 | 4.6

Next structures
entry	smiles	XiGFP reactiv	Cneo AK release	SIRT5 inh	LGR2 antag	ERAP1 HTS inh	S100A4 MyoIIA	Statin myotox sup	PGC1a acetyl inh
31	COc1ccccc1N1CCN(c2ncnc3sc(C(=O)NCC4CCCO4)c(C)c23)CC1 (stereo unspecified)	0.0	-10.9	5.7	-3.3	-3.2	-3.5	8.0	-26.1
32	CC(C)CCNc1ncnc2c1cnn2Cc1ccccc1Cl	0.0	6.0	-4.6	5.7	-2.9	-0.7	-5.2	-1.7
33	COc1ccc2[nH]c(O)c(N=O)c2c1	-0.2	·	0.1	-18.5	16.6	-2.6	·	·
34	C[C@@H]1CN([C@@H](C)CO)C(=O)c2cc(NS(=O)(=O)c3ccccc3)ccc2O[C@@H]1CN(C)Cc1ccncc1	-0.7	38.7	-2.9	9.3	0.1	6.7	16.9	-4.6
35	Clc1nc2c(ccc3ccccc32)[nH]1	0.3	-3.0	-2.6	-27.1	1.6	0.4	·	1.6
36	S=C(c1ccc(-c2ccc(Br)cc2)o1)N1CCOCC1	0.0	-1.2	-4.8	-103.5	-0.1	-1.4	·	-4.6
37	Cc1ccc(CNC(=O)COC(=O)c2cccnc2Cl)cc1	0.1	0.7	·	·	-0.3	4.1	1.0	-5.0
38	C[C@H](CO)N1C[C@H](C)[C@H](CN(C)C(=O)c2cccc(F)c2)Oc2ncc(-c3cccnc3)cc2C1=O	0.1	-0.4	-0.1	5.7	0.5	-2.6	13.9	8.9
39	C[C@H]1CN([C@@H](C)CO)C(=O)c2c(c3ccccc3n2C)-c2ccccc2CO[C@@H]1CN(C)CC1CC1	0.1	1.1	0.6	9.4	-5.5	3.1	·	-2.4
40	COc1cc([N+](=O)[O-])cc2cc(C(=O)N3CCN=C3c3ccccc3)c(=O)oc12	-0.2	-0.2	6.6	9.8	·	1.8	7.0	8.9
41	O=C(Nc1ccc(F)cc1)N1CCCCN2[C@H](CO)[C@@H](c3ccc(-c4cccc(F)c4)cc3)[C@@H]2C1	0.2	4.8	4.1	11.5	1.1	4.7	-20.8	-11.7
42	C[C@H](CO)N1C[C@H](C)[C@H](CN(C)Cc2ccc(C(F)(F)F)cc2)OCCCC[C@H](C)Oc2ccc(NC(=O)Nc3ccc(F)cc3)cc2C1=O	-0.1	-4.5	3.9	18.5	1.8	-0.7	·	-28.9
43	CCn1c(C)c(C(C)=O)c(N2CCC(C(N)=O)CC2)nc1=S	·	1.4	·	11.1	·	·	5.2	-5.9
44	Cc1cc(C)c(OCC(=O)Nc2cccc(NC(=O)c3ccco3)c2)c(Br)c1	·	-0.1	·	21.2	·	·	-9.7	19.9
45	Cc1nn(-c2ccccc2)c(C)c1C(=O)NCc1ccccc1F	0.1	3.2	-1.7	-1.5	3.5	-16.1	-4.1	·
46	CO[C@@H]1CN(C)C(=O)c2ccc(NS(=O)(=O)CC(F)(F)F)cc2OC[C@@H](C)NC[C@@H]1C	0.1	-0.9	-0.6	-2.3	·	-1.9	-10.8	-1.2
47	Cc1ccc(CNC(=O)c2ccccc2NS(C)(=O)=O)cc1	·	1.6	·	-3.2	·	·	1.3	-4.8
48	Cc1ccc(CNC(=O)CSc2ncc(C(=O)Nc3ccccc3)c(=O)n2C)cc1	0.0	·	-0.8	17.0	-1.3	-3.5	·	·
49	N#C[C@@H]1[C@H](c2ccccc2-c2ccccc2)[C@H](CO)N1C(=O)Cc1ccncc1	0.0	·	0.3	-0.2	3.6	2.0	·	8.3
50	COc1ccc(C(=O)Nn2c(C)nc3ccccc3c2=O)c(OC)c1	0.0	·	3.4	-4.1	1.8	-0.5	-5.1	·
51	COc1ccc(N2CCN(S(=O)(=O)c3ccc(OC)c(C(=O)N4CCCC4)c3)CC2)cc1	0.3	1.3	-8.8	-5.7	-2.0	0.9	-5.9	·
52	COc1ccc(Cl)cc1-c1nc(N)nc(NC2CCCCC2)n1	0.0	-3.9	·	-9.8	-2.9	7.1	·	5.2
53	CCC(CO)Oc1cc(NCc2cccnc2)c2ncn(C(C)C)c2c1 (stereo unspecified)	0.0	-35.5	·	3.4	·	·	-2.3	·
54	Cc1ccc(S(=O)(=O)N2CCOCC2)cc1NS(=O)(=O)c1ccc(F)c(F)c1	0.0	-1.7	1.2	19.9	4.0	-15.9	3.5	-3.0

Single values from the results shown.
entry 39 – Cneo AK release: 1.1
entry 40 – Statin myotox sup: 7.0
